USP1-UAF1 inh = Inhibitors of USP1/UAF1: Primary Screen. Ubiquitin carboxyl-terminal hydrolase 1 (Homo sapiens), O94782. recombinant USP1/UAF1, Ub-Rhodamine cleavage fluorescence. Potency, µM (highest dose often 57.1 µM), for the others: at the highest dose activity change, negative = inhibition, usual class: inhibitors. actives 0.23% (n = 390,000). AID 743255, 2014; note: potency is the fitted concentration of half-maximal effect; % is set by controls: 0 for no effect and ±100 for the full control effect; nearly all actives have a fitted effect of over 60% in size; inactives centre near -12
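USP1/UAF1 complex (1 nM) preincubated 15 min at room temperature with compound, then Ub-Rho substrate (150 nM final) added. Kinetic fluorescence at 480/540 nm over 6 reads at 60 s intervals; 50 mM HEPES pH 7.8, 0.5 mM EDTA, 0.1 mg/ml BSA, 1 mM TCEP, 0.01% Tween-20.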
Vif-APOBEC3F blk = qHTS for Inhibitors of Vif-A3F Interactions: qHTS | HeLa A3F-eYFP + Vif (tagged APOBEC3F with the HIV-1 protein that degrades it), YFP fluorescence increase | Potency, µM (series often up to 46.1 µM), for inactives: at the highest dose activity, negative = active | actives 0.2% (n = 390,000) | AID 602313, 2012; note: potency is the fitted concentration of half-maximal effect; % of control where 0% means no effect; nearly all actives have a fitted effect of over 65% in size
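HeLa cells stably expressing A3F-eYFP plus Vif, plated and incubated overnight at 37 deg C, then exposed to compounds overnight at 37 deg C. Blocked degradation read as raised yellow fluorescence (Ex 488/Em 500-530).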
IDH1 R132H inh = qHTS for Inhibitors of mutant isocitrate dehydrogenase 1 (IDH1): qHTS; Isocitrate dehydrogenase [NADP] cytoplasmic (Homo sapiens), O75874; IDH1-R132H enzyme, NADPH consumption, diaphorase/resazurin fluorescence; Potency, µM (series often up to 76.6 µM), without a hit: at the top dose activity change, negative = inhibition, hits mostly inhibitors; actives 0.093% (n = 390,000); AID 602179, 2012; note: potency is the fitted concentration of half-maximal effect; % is set by controls: 0 for no effect and ±100 for the full control effect; nearly all actives have a fitted effect of over 65% in size
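IDH1-R132H (0.5 ug/mL) preincubated 30 min with compound, then NADPH (0.016 mM) and alpha-KG (2 mM) added; 80 min at RT, pH 7.5. Remaining NADPH coupled via diaphorase/resazurin to fluorescence (540/590 nm); concentration-response curves normalized to no-enzyme control.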
PI4K2A block = qHTS for small molecular inhibitors of PI4K2A; Phosphatidylinositol 4-kinase type 2-alpha (Homo sapiens), Q9BTU6; AID 1346378, 2018; actives 0.13% (n = 420,000); activity change, negative = inhibition, % at 76.9 µM; purified PI4K2A, ADP-Glo luminescence, 1 h; stronger effect = lower value; in the data active = activity change below about -50%;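 note: -100% = wells without enzyme as full effect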
Target sequence (Q9BTU6 whole entry, looked up): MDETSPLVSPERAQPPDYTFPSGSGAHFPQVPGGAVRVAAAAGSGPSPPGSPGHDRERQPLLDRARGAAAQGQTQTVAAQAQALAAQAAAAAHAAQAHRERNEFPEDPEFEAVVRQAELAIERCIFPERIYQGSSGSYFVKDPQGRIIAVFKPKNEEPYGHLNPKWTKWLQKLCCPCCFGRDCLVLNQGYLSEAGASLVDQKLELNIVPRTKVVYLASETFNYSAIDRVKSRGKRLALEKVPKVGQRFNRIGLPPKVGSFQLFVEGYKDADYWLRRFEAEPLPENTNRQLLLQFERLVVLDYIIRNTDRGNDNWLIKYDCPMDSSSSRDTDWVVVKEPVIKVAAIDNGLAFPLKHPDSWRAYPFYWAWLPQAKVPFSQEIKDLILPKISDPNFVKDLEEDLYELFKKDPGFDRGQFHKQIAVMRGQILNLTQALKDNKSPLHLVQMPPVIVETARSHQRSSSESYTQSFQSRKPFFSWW
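In this quantitative HTS, ADP production by PI4K2A was quantified luminescently after 1 h at ambient temperature; 100 microM adenosine served as plate-quality control.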
Vif-A3G inh = qHTS for Inhibitors of Vif-A3G Interactions: qHTS. AID 602310, 2012. actives 0.076% (n = 410,000). Potency, µM (doses to about 46.1 µM), without a hit: at the top dose activity, negative = active, usual class: inhibitors. HeLa A3G-eYFP + Vif (tagged APOBEC3G with the HIV-1 protein that degrades it), YFP fluorescence, overnight;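 note: potency is the fitted concentration of half-maximal effect; % is set by controls: 0 for no effect and ±100 for the full control effect; nearly all actives have a fitted effect of over 60% in size; hits raise eYFP signal because A3G escapes Vif-driven loss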
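HeLa cells stably expressing Vif and C-terminally eYFP-tagged A3G, seeded overnight at 37 deg C, then exposed to compound by pintool overnight at 37 deg C. Rise in yellow fluorescence (Ex 488/Em 500-530, Acumen) marks blocked Vif-driven A3G degradation.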
GRP78 ERSR act = qHTS for Inducers of the Endoplasmic Reticulum Stress Response (ERSR) in Human Glioma: qHTS | U87-MG GRP78 promoter luciferase reporter, 16 h | Potency, µM, for the others: at the highest dose activation, hits mostly activators | actives 0.02% (n = 420,000); note: potency is the fitted concentration of half-maximal effect; series mostly up to about 76 µM; % of control where 0% means no effect; nearly all actives have a fitted effect of over 35% in size
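ERSR induction read as luciferase luminescence (Bright-Glo, 10 min at room temperature) in stably transfected human U87-MG glioma cells exposed to compounds for 16 h, using GRP78 as sensor.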
RXFP1 ag = qHTS Assay for Agonists of the Relaxin Receptor RXFP1. Relaxin receptor 1 (Homo sapiens), Q9HBX9. HEK293T-RXFP1 cAMP TR-FRET, 30 min; response scale: percent of porcine relaxin response, buffer zero. Potency, µM (doses to about 57.5 µM), inactives show at the highest dose activation, usual class: activators. actives 0.3% (n = 370,000); note: potency is the fitted concentration of half-maximal effect; % is set by controls: 0 for no effect and ±100 for the full control effect; nearly all actives have a fitted effect of over 60% in size; many of its hits are not listed in these tables
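cAMP rise read by TR-FRET after 30 min, 37C compound exposure (up to 58 uM) in RXFP1-transfected HEK293 cells with Ro 20174 present. EC50 from Hill-equation fits, with 29 nM porcine relaxin as 100% and buffer as basal.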
TrxR1 substrate = qHTS Assay for Substrates of Mammalian Selenoprotein Thioredoxin Reductase 1 (TrxR1): qHTS; Thioredoxin reductase 1, cytoplasmic (Rattus norvegicus), O89049; purified TrxR1 substrate turnover, NADPH consumption readout; Potency, µM (top dose mostly 114 µM), for the others: top-dose activity change, negative = substrate turnover; actives 0.01% (n = 390,000); AID 588456, 2011; note: potency is the fitted concentration of half-maximal effect; % is set by controls: 0 for no effect and ±100 for the full control effect; nearly all actives have a fitted effect of over 50% in size
Target sequence (O89049 whole entry, looked up): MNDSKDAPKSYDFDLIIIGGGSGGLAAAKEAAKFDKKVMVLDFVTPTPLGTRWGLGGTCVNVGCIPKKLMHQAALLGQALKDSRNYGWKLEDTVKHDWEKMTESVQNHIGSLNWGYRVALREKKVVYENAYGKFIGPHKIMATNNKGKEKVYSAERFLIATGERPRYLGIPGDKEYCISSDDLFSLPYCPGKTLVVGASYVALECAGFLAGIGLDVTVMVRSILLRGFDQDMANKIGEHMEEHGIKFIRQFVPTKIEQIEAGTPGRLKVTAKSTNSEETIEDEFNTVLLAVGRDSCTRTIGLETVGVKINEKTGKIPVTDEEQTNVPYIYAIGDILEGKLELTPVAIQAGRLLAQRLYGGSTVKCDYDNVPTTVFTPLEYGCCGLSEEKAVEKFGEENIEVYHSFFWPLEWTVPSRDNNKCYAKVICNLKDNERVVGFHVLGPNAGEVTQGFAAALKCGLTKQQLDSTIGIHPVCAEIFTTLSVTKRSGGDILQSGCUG
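Rat TrxR1, dispensed at 90 nM, was prereduced with 400 uM NADPH (final) for 5 min at ~22 deg C, then incubated with compound 15 min before 400 uM selenite. A first-read NADPH fluorescence drop versus no-compound background flagged substrates.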
LDHA block = qHTS assay for inhibitors of human lactate dehydrogenase; L-lactate dehydrogenase A chain (Homo sapiens), P00338; purified LDHA, NADH/diaphorase-resazurin fluorescence; stronger effect = lower value; activity change, % (values are at about 110 or 230 µM); actives 0.15% (n = 480,000); AID 1347041, 2019; in the data active = activity change below about -30%;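 note: plate controls were DMSO wells for no effect and wells without enzyme for full effect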
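Resorufin fluorescence (ex540/em590), read at 0 and 20 min after diaphorase/resazurin addition, reports the NADH left after a 5 min room-temperature reaction of 2 nM human LDH5 with 0.06 mM NADH and 0.2 mM pyruvate.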
* marks the source's active call; other numbers are inactive results; nt = no result given; & = joins results of further samples; [ ] = dose if it differs, or a comment. Unless noted, calls come from the whole dose curve; as a rule, active = well fitted curve in the direction sought with a large enough effect; inconclusive = small, poorly fitted or top-dose-only effect, or another doubt; inactive = no such curve, though single readings can be large; an effect the other way counts as inactive or inconclusive. An excerpt (hit frequency here may not be typical).

SMILES	USP1-UAF1 inh	Vif-APOBEC3F blk	IDH1 R132H inh	PI4K2A block	Vif-A3G inh	GRP78 ERSR act	RXFP1 ag	TrxR1 substrate	LDHA block
COC(=O)C1=C(C)N(C)C(=S)NC1c1c(OC)ccc2ccccc12 (stereo not drawn)	-14%	-17%	1%	1	0%	-4%	1.8%	-4%[57.1 µM]	2
Cc1nn(-c2ccccc2)c(C)c1C(=O)OCC(=O)N(C)C1CCS(=O)(=O)C1 (stereo not drawn)	-10%	2%	0%	-10	-1%	1%	0.4%	12%	2
CC(Sc1nc2ccccc2o1)C(=O)O (stereo not drawn)	-22%	-2%	6%	-3	0%	-9%	0.6%	10%[57.1 µM]	2
Cc1ccc(NS(=O)(=O)c2cccc(C(=O)N3CCCC(C)C3)c2)cc1 (stereo not drawn)	-6%	2%	-1%	-5	-5%	-2%	0.5%	-8%	-3
Cc1ccc(NC(=O)N2C(=O)C3(OCCO3)c3ccccc32)cc1	-17%	-7%	0%	5	0%	5%	0.7%	15%[57.1 µM]	-6
O=c1[nH]c(CSc2nnc3ccccn23)nc2ccccc12	-16%	-18%	8%	4	0%	-2%	1.9%	-4%	-4
COCCNS(=O)(=O)c1ccc(OCC(=O)OC)c(Cl)c1	-11%	1%	0%	0	0%	-6%	-0.2%	5%	0
O=C(CNC1CCCCC1)NN=C(c1ccccc1)c1ccccc1	-17%	-11%	18%	-2	-4%	-6%	-0.4%	6%[57.1 µM]	-6
CCOc1ccccc1N1CC(C(=O)Nc2cc(S(=O)(=O)N3CCOCC3)ccc2OC(C)C)CC1=O (stereo not drawn)	-17%	-1%	-8%	-1	-5%	-2%	nt	1%	0
CCOC(=O)c1cc(CC)sc1/N=C/C1C(=O)CCCC1=O	-18%	-5%	9%	2	-12%	-5%	-0.1%	3%[57.1 µM]	9
Cc1cccc(C)c1NC(=O)CN(C)C(=O)c1ccccc1C(=O)N(C)Cc1ccccc1	-7%	2%	0%	-1	2%	-4%	-2.6%	-2%	-3
Cc1cccc2nc(-c3ccc(N(C)C)cc3)c(Nc3ccc4c(c3)OCO4)n12	-6%	-7%	-5%	1	-4%	-1%	13%	24%	7
O=[N+]([O-])c1cc(/C=N/O)ccc1Oc1cccc(Cl)c1	-17%	-29%	12%	-6	-3%	-4%	2.0%	16%[57.1 µM]	-2
Cc1ccccc1-c1nnc(SCC(=O)NC2CCCC2)o1	-4%	1%	0%	1	0%	-1%	0.1%	3%	-12
CCOC(=O)C1CCCN(S(=O)(=O)c2ccc(S(=O)(=O)N3CCCC3)cc2)C1 (stereo not drawn)	-18%	3%	13%	1	1%	-5%	-0.1%	6%	-2
Cc1c2cnn(-c3ccccc3)c(=O)c2c(C)n1CC(=O)NCc1ccc(Cl)cc1	-21%	10%	-11%	-3	5%	-4%	1.3%	-1%	-7
Cc1cc(C)c(S(=O)(=O)Cc2ccc(Cl)cc2)c(=O)[nH]1	-8%	20%	3%	2	-5%	-1%	-0.4%	-2%[57.1 µM]	-5
Cc1cc(Oc2ncccc2[N+](=O)[O-])c2cc(Cl)ccc2n1	-15%	22%	-7%	1	2%	-9%	1.8%	-8%	-4
Cc1ccc(S(=O)(=O)CNC(=S)c2cccc(C)c2)cc1	-14%	-1%	4%	32	2%	-7%	1.5%	5%	-2
O=C(NCc1csc(-c2cccs2)n1)C1CCCCC1	-8%	21%	-2%	-1	4%	-8%	0.1%	-1%	-7
COc1ccc(NS(=O)(=O)c2cc(NC(=O)c3ccc(=O)[nH]c3)ccc2C)cc1	-11%	-4%	-2%	5	-29%	0%	1.3%	-7%	-6
CCN(CC)S(=O)(=O)c1ccc(C2CNC(=O)C2)cc1 (stereo not drawn)	-15%	-6%	-7%	1	0%	-5%	1.1%	4%[57.1 µM]	-2
CCOc1cccc(C(=O)Nc2ccc(S(=O)(=O)Nc3cc(C)on3)cc2)c1	-10%	-1%	1%	3	-4%	-1%	2.3%	-8%	-5
Cc1cc2cc(C(c3nnnn3C(C)(C)C)N(Cc3ccco3)CC3CCCO3)c(=O)[nH]c2cc1C (stereo not drawn)	-11%	0%	0%	-5	-1%	0%	-0.3%	0%	0
COc1ccc(CCNC(=O)C(=O)NCC2OCCN2S(=O)(=O)c2ccc(Cl)cc2)cc1OC (stereo not drawn)	-12%	6%	5%	-3	2%	-7%	5.3%	0%[57.1 µM]	-9

Part of the list above, reduced to Vif-APOBEC3F blk:
Structure | Vif-APOBEC3F blk
CC(Sc1nc2ccccc2o1)C(=O)O (stereo not drawn) | -2%
Cc1c2cnn(-c3ccccc3)c(=O)c2c(C)n1CC(=O)NCc1ccc(Cl)cc1 | 10%

New compounds follow
SMILES	USP1-UAF1 inh	Vif-APOBEC3F blk	IDH1 R132H inh	PI4K2A block	Vif-A3G inh	GRP78 ERSR act	RXFP1 ag	TrxR1 substrate	LDHA block
O=C(NC(c1ccccc1)c1ccccc1)c1ccc(=O)[nH]n1	-20%	15%	-7%	0	0%	0%	4.4%	3%	-8
O=C(O)/C=C\C(=O)Nc1ccc(Oc2ccc(Br)cc2)cc1	-25%	5%	0%	6	-6%	3%	0.2%	5%[57.1 µM]	-5
CCOc1ccc(/C(O)=C2\C(=O)C(=O)N(c3ccccn3)C2c2ccccc2F)c(C)c1 (stereo not drawn)	-11%	2%	-4%	-2	1%	-1%	nt	nt	2
Cc1ccc(S(=O)(=O)NCc2ccccc2)cc1C(=O)N(C)Cc1ccc(F)cc1	-9%	0%	2%	0	1%	-1%	2.3%	-13%	-3
S=C(NCCCN1CCOCC1)N1CCN(c2nc(-c3ccc(Cl)cc3)cs2)CC1	-8%	-12%	10%	-3	-15%	-13%	2.4%	2%	-2
C[C@@]12C(=O)NCC(=O)N1[C@@H]1c3cc(Br)ccc3OC[C@@H]1[C@@H]2c1ccccc1	-26%	6%	-7%	-2	-16%	-1%	nt	3%	1
O=C(NCc1cccc(C(F)(F)F)c1)c1[nH]c(C(F)(F)F)nc1-c1ccccc1	nt	nt	nt	0	-1%	-3%	nt	nt	-1
COc1ccc(CN2CCN(C(=O)c3cccs3)CC2)cc1Br	-24%	6%	1%	4	-6%	-3%	0.5%	-8%[57.1 µM]	-17
Cc1noc(C)c1C(=O)Nc1nc(C23CC4CC(CC(C4)C2)C3)cs1	-3%	1%	2%	-1	1%	-2%	0.0%	14%	-3
Cc1cc(=O)oc2c3c(cc(OCC(=O)NCc4ccccc4)c12)OC(C)(C)CC3	-17%	6%	1%	9	0%	1%	3.9%	183%[activator]	-1
O=C(Nc1cccc(OC(F)(F)F)c1)c1cccc2c(-c3cccnc3)coc12	nt	nt	nt	0	-13%	-2%	nt	nt	0
COc1ccc(CCNC(=O)CCc2cn(Cc3ccccc3Cl)c3ccccc23)c(OC)c1	-12%	5%	1%	4	0%	-2%	0.5%	1%	-6
CCOCCc1c(O)nc(SCCOc2ccc(C)c(C)c2)[nH]c1=O	-19%	-22%	3%	1	-2%	-4%	0.3%	4%[57.1 µM]	0
Cc1ccccc1-n1c(C)cc(/C=C2\NC(=O)NC2=O)c1C	-12%	-5%	-3%	6	-2%	11%	-0.2%	2%	-5
COc1cc(C(=O)Nc2ccc(-c3nc4cc(C)c(C)cc4o3)cc2)cc(OC)c1OC	-22%	-4%	-9%	-1	1%	1%	0.0%	25%	4&-3
Clc1ccc(C2=NNC(=NCc3ccccc3)SC2)cc1	-10%	-5%	0%	3	0%	6%	-0.5%	-4%[57.1 µM]	-5
Cc1[nH]n(-c2ccccc2)c(=O)c1/C=N/NC(=O)COc1ccccc1[N+](=O)[O-]	-10%	2%	8%	3	-4%	-1%	-2.2%	-11%	-1
COc1ccc(/C=C/C(=O)NC(=S)NNC(=O)c2cc(OC)c(OC)c(OC)c2)cc1	-14%	0%	8%	-2	-1%	1%	1.7%	-5%	-3
O=C(Nc1ccc(Cl)cc1)c1ccc2c(c1)N(Cc1ccccc1)CCS2	-22%	0%	0%	4	4%	2%	9.3%	87%[activator]	2
CCn1c(N)nc2ccccc21	-14%	-3%	8%	-4	-1%	3%	1.1%	3%	-3
CC(C)CCOc1ccc(C(=O)NCCC(=O)N2CCOCC2)cc1	-20%	6%	2%	-2	0%	2%	-1.7%	6%	-3
CCn1cc2nc(SCC(=O)Nc3ccc(OC)c(OC)c3)n(Cc3ccc(OC)cc3)c(=O)c2n1	-20%	-17%	-2%	0	-1%	1%	2.2%	2%	0
COc1ccc(CCNc2ncnc3c2c(C)c(C)n3CCCN(C)C)cc1OC	-4%	3%	-2%	-1	6%	-2%	-2.2%	5%	2
O=C(NNC1CC(=O)N(c2ccc3c(c2)OCCO3)C1=O)c1ccccc1 (stereo not drawn)	-1%	-6%	3%	-10	0%	4%	-0.8%	8%[57.1 µM]	-9
